EWS-Fli block – EWS/Fli transcriptional activity inhibition. inhibition, % at 12.6 µM. A673 NR0B1-luciferase reporter, viability-normalised. actives 0.67% (n = 350,000). AID 651661;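 active = mean inhibition of at least 50% after viability correction, with every replicate also passing that limit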;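 also: firefly luciferase signal divided by Alamar Blue viability fluorescence both relative to DMSO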
S100A4 MyoIIA – S100A4-myosin IIA interaction inhibition. P26447. S100A4/TAMRA-MyoIIA peptide fluorescence polarization. inhibition, % at 10.7 µM. actives 0.14% (n = 360,000);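 active = mean inhibition of at least 70% across replicates, with every replicate also reaching that level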
Target sequence (P26447 whole entry, looked up): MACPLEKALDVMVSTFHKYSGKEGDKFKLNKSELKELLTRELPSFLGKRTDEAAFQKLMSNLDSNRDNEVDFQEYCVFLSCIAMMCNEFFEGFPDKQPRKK
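Compound dosing: one dose per compound; test system: human S100A4 monomer with TAMRA-labelled myosin IIA peptide; probe or stimulus: TAMRA-labelled myosin IIA heavy-chain peptide probe, 5 nM; medium: HEPES buffer with Ca2+, pH 7.2; schedule: 5 min incubation before reading; benchmarks: neutral control DMSO, positive control TFP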
RAD54 branch – blocks human RAD54 Holliday junction branch migration | inhibition, % at 10.4 µM | Q92698 | actives 0.14% (n = 360,000) | FAM/BHQ fluorescence;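 active = mean normalized replicate activity at least 40 and at least half of replicates scoring 40 or more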;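 also: 0% = median of neutral control wells and 100% = median of positive control wells; inhibitors cause a drop in the FAM fluorescence signal; in these data hits start at about 50%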
esBAF inh – inhibitors of esBAF chromatin remodeling in mouse ES cells | actives 2% (n = 350,000) | Bmi1-luciferase knock-in reporter, 24 h; 100% = twice the neutral-well signal | reporter increase, % at 12.5 µM; in the data active = activation above about 40%;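 also: 0% = median of the plate's neutral control wells and 100% = double that signal; a rise in the Bmi1 reporter signal indicates esBAF inhibition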
Xi reactivation – X-chromosome reactivation activator | XiGFP mouse fibroblasts, % GFP-positive cells imaging, 3 d; cells co-treated with 5-aza-dC sensitizer; scaled so ellipticine positive control = 100% | actives 0.055% (n = 360,000) | AID 743238 | activation, % at 7.58 µM;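 active = mean normalized replicate activation at least 10% and every replicate at or above 10%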;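 also: 0% = median of on-plate neutral control wells and 100% = ellipticine 6 µM median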
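material = 68-5-11 XiGFP fibroblast line | medium = DMEM plus 5-aza-dC sensitizer | schedule = 3 days compound exposure | benchmarks = positive control ellipticine, 6 µM final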
RAD52 inh – RAD52 (human) annealing inhibition | P43351 | recombinant RAD52 DNA annealing, FRET fluorescence | inhibition, % at 18.7 µM | actives 0.46% (n = 360,000);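 active = every replicate showing at least 50% inhibition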
E-selectin induc – induces E-selectin expression in human endothelial cells. actives 0.37% (n = 260,000). HUVEC E-selectin immunofluorescence imaging; normalized: neutral wells 0, TNF-alpha wells 100. P16581. activation, % at 7.58 µM;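 active = mean E-selectin-positive cell signal at least 10% of the positive control, reached in at least 60% of replicates, without over 20% cell loss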;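 also: in these data hits start at about 27%; measured in HUVEC primary endothelial cells; signal is the percent of cells scored E-selectin positive by PE staining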
Target sequence (P16581 whole entry, looked up): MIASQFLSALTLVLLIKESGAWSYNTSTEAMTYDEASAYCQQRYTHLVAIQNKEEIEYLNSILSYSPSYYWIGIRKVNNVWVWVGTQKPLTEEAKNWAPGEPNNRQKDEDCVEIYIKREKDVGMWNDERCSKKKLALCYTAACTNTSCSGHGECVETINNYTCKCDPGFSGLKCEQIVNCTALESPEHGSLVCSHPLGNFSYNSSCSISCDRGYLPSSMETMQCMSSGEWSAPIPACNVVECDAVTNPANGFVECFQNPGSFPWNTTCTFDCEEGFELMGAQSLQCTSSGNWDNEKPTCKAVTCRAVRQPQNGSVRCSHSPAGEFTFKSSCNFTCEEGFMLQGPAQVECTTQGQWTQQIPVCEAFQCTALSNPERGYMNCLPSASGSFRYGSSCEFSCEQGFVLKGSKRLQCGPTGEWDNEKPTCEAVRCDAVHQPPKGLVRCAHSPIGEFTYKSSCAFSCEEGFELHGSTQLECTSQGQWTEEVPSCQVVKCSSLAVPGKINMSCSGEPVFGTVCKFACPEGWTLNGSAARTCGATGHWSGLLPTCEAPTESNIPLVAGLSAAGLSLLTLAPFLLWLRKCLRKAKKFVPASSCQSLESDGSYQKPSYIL
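material = human umbilical vein endothelial cells (HUVEC), E-selectin induction | quantity = 3,000 cells/well | medium = EGM-2 growth medium on 0.1% gelatin-coated wells | technique = immunofluorescence imaging | read-out basis = % PE-positive cells | control set = TNF-alpha positive control, DMSO neutral control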
FN deposition inh – fibronectin deposition inhibition; AH1F fibroblasts, Alexa488-fibronectin deposition fluorescence, overnight; inhibition, % at 12.6 µM; actives 0.086% (n = 350,000);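 active = mean inhibition across replicates of 30% or more, regardless of how many single replicates reach that level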;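 also: positive control wells lacked labelled fibronectin entirely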
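Material – AH1F fibroblast monolayer, labelled fibronectin deposition · Reagent – labelled fibronectin 24 nM · Timing – 1 h adhesion, overnight exposure · Measured by – fluorescence at 485 nm excitation, 525 nm emission · Read-out – inhibition of fibronectin deposition signal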
Active calls of the source: *; . = not tested or not shown; & = joins results of further samples.

structure	EWS-Fli block	S100A4 MyoIIA	RAD54 branch	esBAF inh	Xi reactivation	RAD52 inh	E-selectin induc	FN deposition inh
C[C@@H]1CN([C@H](C)CO)C(=O)c2cc(NC(=O)Cc3ccccc3)ccc2O[C@@H](C)CCCCO[C@@H]1CN(C)C(=O)NC1CCCCC1	6.0	3.3	14.4	4.3	0.1	0.9	-0.1	.
Cc1ccc(S(=O)(=O)N2CCCCC2)cc1NC(=O)Cc1cccs1	-0.7	-41.9	0.5	-6.3	0.3	-49.4	.	-5.5
O=C(NCc1ccccn1)C(=O)N/N=C/c1ccccc1O	-0.5	7.4	-7.5	2.5	-0.1	5.3	-0.2	-0.7
C[C@H]1CN([C@@H](C)CO)C(=O)c2cccc(NC(=O)C3CCCCC3)c2O[C@H]1CN(C)S(=O)(=O)c1ccccc1	2.4	-2.7	-4.5	-1.0	0.0	8.2	1.1	.
CCOC(=O)c1nn(-c2ccccc2)c(=O)cc1OCC(=O)Nc1ccccc1OCC	7.2	-9.1	5.4	-3.9	0.0	-6.7	-1.6	1.8
CCN1/C(=C\C=C2\C(=O)N(C)C(=S)N2C)Sc2ccccc21	-56.5	-8.4	.	.	0.0	-0.1	-0.1	1.7
CCN1C(=O)/C(=C\N(C)C)S/C1=N\S(=O)(=O)c1ccccc1	-5.3	3.5	.	.	0.1	-17.8	9.4	-2.7
CCOc1ccc(C(=O)Nc2cc(NC(=O)c3ccc(OCC)c(Cl)c3)cc(C(=O)O)c2)cc1Cl	11.5	36.4	.	5.7	0.2	-11.5	.	.
C[C@H](CO)N1C[C@H](C)[C@@H](CN(C)C(=O)Nc2ccccc2)Oc2ncc(C#CC3CCCCC3)cc2C1=O	-8.0&7.0&5.3	-0.4&-30.8&2.9	1.9&6.2&-2.6	2.3&5.0&5.5	0.0&1.3	-15.4&-4.2&7.0	0.0&0.9	-4.3&7.5
CCOc1ccc(S(=O)(=O)NC2CC2)cc1C(N)=O	-3.1	-0.2	.	.	0.0	-15.5	.	10.0
COc1cc(C2CC(=O)c3c(O)cc(O)cc3O2)ccc1O (configuration not stated)	4.4	2.2	-7.4	-7.8	.	-9.0	.	.
C[C@@H]1CN([C@H](C)CO)C(=O)c2cc(C#CCc3ccccc3)cnc2O[C@H]1CN(C)Cc1cccnc1	5.5	-2.6	-12.2	-1.5	-1.2	-8.3	-0.5	2.6
COc1cccc(-c2nn(Cc3ccccc3)cc2CO)c1	-44.1	0.4	3.8	32.0	0.3	-0.9	.	4.2
C/C=C/c1ccc2c(c1)O[C@H](CN(C)S(=O)(=O)c1ccc(F)cc1)[C@H](C)CN([C@H](C)CO)S2(=O)=O	8.9	11.9	4.6	-2.1	0.1	-2.0	0.2	.
COC(=O)c1ccc2nc(-c3ccco3)c(Cc3ccsc3)n2c1	9.3	-4.1	.	.	-0.1	-40.4	0.0	-9.9
O=C(COc1ccccc1)N1CCN(S(=O)(=O)c2ccc(Br)cc2)CC1	.	-3.3	7.5	7.6	0.0	-12.5	.	10.2
CCc1nc2sc3c(O)cc(=O)[nH]c3c2cc1C	-0.8	2.0	3.1	-10.0	0.0	-15.4	.	8.1
O=C(CCc1ccccc1)NNC(=O)Nc1ccc(F)c(Cl)c1	6.1	-2.3	-5.4	-7.4	-0.1	-3.5	0.2	.
CN(CC(=O)Nc1ccccc1Cl)C(=O)c1ccc(N2CCCCCC2)c([N+](=O)[O-])c1	-13.8	-1.9	2.9	-1.8	-0.1	-9.7	.	-0.3
COC(=O)[C@H](Cc1ccccc1)NC(=O)Cn1ccc(NC(=O)OCc2ccccc2)nc1=O	4.1	-6.7	-12.8	-1.8	-0.1	-4.5	-0.1	-7.2
CCn1cc(CN2CCC(C(=O)Nc3cccc(-c4cscn4)c3)CC2)cn1	-5.2	-3.4	-2.9	1.1	0.1	-16.7	14.1	6.1
COCCNC(=O)C1CC(c2cccc(F)c2)=NO1 (configuration not stated)	-1.0	2.2	-0.4	-0.1	0.1	-12.6	0.0	7.2
CN(C)S(=O)(=O)c1cccc(C(=O)Nc2cc(S(=O)(=O)N3CCOCC3)ccc2N2CCCC2)c1	3.8	-1.5	1.2	-0.1	0.1	-19.7	.	1.1
O=S(=O)(Nc1c(F)cccc1F)c1ccc2c(c1)OCCO2	-1.1	2.0	7.4	-5.9	0.0	3.5	.	-1.8
CC(C)c1ccc(/C=N/n2cnnc2)cc1	-2.2	-3.6	.	-10.8	0.3	-8.4	1.1	11.2
Cc1ccc(-c2ccc([C@H]3[C@@H](CO)N4CCCCN(C(=O)Nc5ccccc5)C[C@H]34)cc2)cc1	6.9	5.8	0.5	.	0.0	6.3	-0.6	.
COc1ccc(S(=O)(=O)N(C)C[C@@H]2Oc3ccc(NS(C)(=O)=O)cc3C(=O)N([C@@H](C)CO)C[C@@H]2C)cc1	0.3	6.9	-4.2	8.5	-1.5	-2.5	-1.9	.
COc1cccc(Cn2c(Cn3c(-c4cnccn4)nc4ccccc43)nc3ccccc32)c1	-6.1	-3.1	.	.	0.3	-39.4	-0.1	-0.8
CC(OC(=O)c1cc[n+]([O-])cc1)C(=O)NCc1ccccc1 (configuration not stated)	-4.2	-3.5	-9.4	-3.0	0.0	-4.7	0.0	-5.7
COC(=O)CSc1nc2sc3c(c2c(=O)n1-c1ccc(OC)cc1)CCN(C)C3	-1.2	8.5	16.0	-1.5	0.3	3.6	0.0	-5.6

Reprinted from the part before: six entries; new compounds follow.
structure	EWS-Fli block	S100A4 MyoIIA	RAD54 branch	esBAF inh	Xi reactivation	RAD52 inh	E-selectin induc	FN deposition inh
CC(C)c1ccc(/C=N/n2cnnc2)cc1	-2.2	-3.6	.	-10.8	0.3	-8.4	1.1	11.2
Cc1ccc(-c2ccc([C@H]3[C@@H](CO)N4CCCCN(C(=O)Nc5ccccc5)C[C@H]34)cc2)cc1	6.9	5.8	0.5	.	0.0	6.3	-0.6	.
COc1ccc(S(=O)(=O)N(C)C[C@@H]2Oc3ccc(NS(C)(=O)=O)cc3C(=O)N([C@@H](C)CO)C[C@@H]2C)cc1	0.3	6.9	-4.2	8.5	-1.5	-2.5	-1.9	.
COc1cccc(Cn2c(Cn3c(-c4cnccn4)nc4ccccc43)nc3ccccc32)c1	-6.1	-3.1	.	.	0.3	-39.4	-0.1	-0.8
CC(OC(=O)c1cc[n+]([O-])cc1)C(=O)NCc1ccccc1 (configuration not stated)	-4.2	-3.5	-9.4	-3.0	0.0	-4.7	0.0	-5.7
COC(=O)CSc1nc2sc3c(c2c(=O)n1-c1ccc(OC)cc1)CCN(C)C3	-1.2	8.5	16.0	-1.5	0.3	3.6	0.0	-5.6
Cc1ccc([N+](=O)[O-])cc1NC(=O)CNC1CCCCC1	3.3	3.3	-10.3	-7.3	0.0	-27.4	.	10.7
COc1ccc2c3c(n(C)c2c1)[C@@H](CO)N(C(=O)Nc1ccccc1F)CC31CN(C(=O)c2ccccc2)C1	9.5	-1.2	.	.	0.3	12.9	0.2	.
CS(=O)(=O)c1ccc(S(=O)(=O)NCC2CCN(C(=O)C(=O)c3cc4ccccc4o3)CC2)cc1	0.3	-7.1	.	.	0.2	-25.1	0.1	2.7
COc1ccsc1NC(=O)OCc1ccc(Cl)cc1	-69.0	-3.5	-2.2	39.3	0.1	-10.1	.	-0.4
COc1ccc(C#Cc2ccc([C@H]3[C@H](CO)N4C(=O)CN(C(=O)C5CCOCC5)C[C@@H]34)cc2)cc1	0.2	-2.5	.	.	0.0	0.1	0.0	.
CO[C@H]1CN(C)C(=O)c2cc(NC(=O)C3CCCC3)ccc2OC[C@H](C)N(C(=O)CC2CC2)C[C@H]1C	-4.2	-17.5	3.6	-2.6	0.2	4.3	-0.3	.
O=C(C[C@H]1CC[C@@H]2[C@H](COC[C@@H](O)CN2C(=O)Nc2cccc(Cl)c2)O1)NCC1CCCCC1	-13.3	-27.4	-14.3	9.1	-0.1	6.3	0.0	5.2
CC1CCN(C(=O)COC(=O)Cn2cnc3c2c(=O)n(C)c(=O)n3C)CC1	7.2	-11.9	-0.1	-6.4	0.0	-4.1	0.1	-11.7
O=C(Cc1ccccc1)NCC(=O)N1CCC2(CC1)NCCc1[nH]cnc12	-2.6	0.2	-7.4	-2.0	0.0	-5.5	.	2.8
COc1ccc(CN(C)C[C@@H]2OCCCC[C@H](C)Oc3ccc(NC(=O)Nc4ccc(OC)cc4)cc3C(=O)N([C@H](C)CO)C[C@@H]2C)cc1	2.9	2.7	4.7	1.7	0.2	32.2	.	-23.4
Cc1cc(NC(=S)NC(=O)CC(C)C)ccc1Br	-81.3	-1.4	-4.8	57.9*	.	0.2	.	.
O=S(=O)(c1ccc(Cl)cc1)N1CCCN(c2nc3ccc(Cl)cc3s2)CC1	7.1	-1.4	.	.	0.0	-17.7	.	0.7
Cn1nc(CSc2ccccc2)c(C=O)c1Cl	-21.6	-0.5	3.6	36.2	0.0	-18.6	-2.7	-6.7

3 compounds drawn at random from the list so far, as already listed:
structure	EWS-Fli block	S100A4 MyoIIA	RAD54 branch	esBAF inh	Xi reactivation	RAD52 inh	E-selectin induc	FN deposition inh
COc1ccc(CN(C)C[C@@H]2OCCCC[C@H](C)Oc3ccc(NC(=O)Nc4ccc(OC)cc4)cc3C(=O)N([C@H](C)CO)C[C@@H]2C)cc1	2.9	2.7	4.7	1.7	0.2	32.2	.	-23.4
Cn1nc(CSc2ccccc2)c(C=O)c1Cl	-21.6	-0.5	3.6	36.2	0.0	-18.6	-2.7	-6.7
COc1ccsc1NC(=O)OCc1ccc(Cl)cc1	-69.0	-3.5	-2.2	39.3	0.1	-10.1	.	-0.4

High-throughput results as filed in PubChem BioAssay.

Rows were taken by chance. Share with any hit: about 3%.
